Screening data (PubChem)
TcdB inh: blocks C. difficile toxin B glycohydrolase activity; P18177; TcdB glycohydrolase enzymatic assay, plate reader; inhibition, % at 9.99 µM; 350,000 tested, 0.24% active; in the data active means inhibition above about 10%
Y pestis TopoI: inhibitors of Yersinia pestis topoisomerase I; Y. pestis Topo-I cleavage product accumulation, plate reader; activity, % at 10 µM; 360,000 tested, 0.064% active; in the data active means activity above about 50%, passing the limit was not always enough; further: inactives centre near 2
DUSP3 inh: blocks human VHR1 dual specificity phosphatase | P51452 | 290,000 tested, 0.52% active | recombinant VHR phosphatase, pNPP absorbance | AID 1654 | inhibition, % at 13.3 µM; in the data active means inhibition above about 50%; further: some compounds called inactive have numbers as strong as hits
Target sequence (P51452 whole entry, looked up): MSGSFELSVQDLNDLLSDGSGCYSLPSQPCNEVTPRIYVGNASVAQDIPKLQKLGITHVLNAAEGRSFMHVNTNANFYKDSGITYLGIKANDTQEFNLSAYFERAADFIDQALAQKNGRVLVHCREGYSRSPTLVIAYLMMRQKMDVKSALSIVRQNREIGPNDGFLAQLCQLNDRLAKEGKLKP
SSB-PriA inh: inhibitors of Klebsiella pneumoniae PriA binding to SSB C-terminal tail | inhibition, % at 33 µM | 430,000 tested, 0.6% active | AlphaScreen SSBct-PriA binding, biotinylated peptide | AID 1272365; in the data active means inhibition mostly above about 37%, no sharp cut-off; inactive means mostly below about 20%;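 further: plate controls were negative control peptide for no effect and reference peptide for full effect; strong numbers were not always called active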
Anthrax LF prot: blocks Bacillus anthracis lethal factor protease; P15917; multiplex microsphere protease cleavage assay, LF; inhibition, % at 10 µM; 360,000 tested, 0.12% active; AID 588501; in the data active means inhibition above about 30%; further: plate controls were buffer without enzyme for full effect and enzyme alone for no effect
MazF activator: increases E. coli MazEF RNase cleavage of RNA; P0AE70; FAM/BHQ RNA-DNA oligo cleavage fluorescence, 5 h; activation, % at 20 µM; 350,000 tested, 0.32% active; AID 504720; in the data active means activation above about 50%
Target sequence (P0AE70 whole entry, looked up): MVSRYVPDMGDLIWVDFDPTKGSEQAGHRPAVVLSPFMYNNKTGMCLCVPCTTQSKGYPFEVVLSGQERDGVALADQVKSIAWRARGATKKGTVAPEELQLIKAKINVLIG
PfHsp40 rescue: rescue of PfHsp40-mediated yeast toxicity | S. cerevisiae expressing PfHsp40, growth rescue, ATP luminescence | growth rescue, % at 12.5 µM | 340,000 tested, 0.68% active; in the data active means growth rescue above about 28%, passing the limit was not always enough;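 further: yeast W303a lacking pdr1 and pdr3 grown in galactose medium; growth measured after three days at 30 °C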
Rv3671c protease: inhibits the M. tuberculosis serine protease Rv3671c. inhibition, % at 5.96 µM. P9WHR9. AID 2606. 320,000 tested, 0.048% active; in the data active means inhibition above about 38%;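 further: extracellular domain of Rv3671c used as enzyme; 0% = enzyme with DMSO and 100% = no enzyme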
Target sequence (P9WHR9 whole entry, looked up, the tested form may be a part): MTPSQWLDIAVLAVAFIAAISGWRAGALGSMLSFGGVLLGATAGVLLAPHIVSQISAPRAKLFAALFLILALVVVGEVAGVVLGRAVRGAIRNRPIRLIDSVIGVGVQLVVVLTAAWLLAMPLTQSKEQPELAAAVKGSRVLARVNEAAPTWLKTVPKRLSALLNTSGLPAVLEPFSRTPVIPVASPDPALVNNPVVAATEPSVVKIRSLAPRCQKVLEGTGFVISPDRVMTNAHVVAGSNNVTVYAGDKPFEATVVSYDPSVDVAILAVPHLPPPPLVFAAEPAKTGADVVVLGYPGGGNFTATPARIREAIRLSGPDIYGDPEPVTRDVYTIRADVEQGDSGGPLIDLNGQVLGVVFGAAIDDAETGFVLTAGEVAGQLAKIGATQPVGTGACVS
3CLpro inhibitor: SARS-CoV 3CLpro protease inhibition. P0C6X7. recombinant SARS-CoV 3CLpro, quenched FRET peptide cleavage. inhibition, % at 6 µM. 290,000 tested, 0.14% active; in the data active means inhibition above about 12%
BH1578 lux ind: quorum light induction in luxS cqsA deficient V. cholerae; V. cholerae BH1578 lux reporter, luminescence, 6 h; activation, % at 18.7 µM; 350,000 tested, 0.16% active; in the data active means activation mostly above about 9.7%, no sharp cut-off; further: not every result past the cut was called active; inactives centre near 0; reference of the scale not given here
Numbers without * were called inactive; i = inactive; x = not tested or not shown. The list is partial (hit frequency here may not be typical).

Value order – TcdB inh | Y pestis TopoI | DUSP3 inh | SSB-PriA inh | Anthrax LF prot | MazF activator | PfHsp40 rescue | Rv3671c protease | 3CLpro inhibitor | BH1578 lux ind
Cc1nn(-c2nccs2)c2c1C(=O)CC(C)(C)C2Br (stereo unspecified)
 : 0.5 | 7 | x | 1 | -5 | 3 | 1.2 | x | x | -1.1
COc1cc(OC)c(C(=O)OC(C)C(=O)Nc2cccc(C(F)(F)F)c2)cc1OC (stereo unspecified)
 : x | -5 | -8 | -14 | 0 | -5 | 2.4 | -9 | -2 | 0.6
C/C(=N\NS(=O)(=O)c1ccc(Br)cc1)c1ccc2c(c1)OCO2
 : 1.4 | 7 | 32 | x | -2 | 2 | -0.1 | 1 | 5 | -0.6
CCOC12NC(=O)CC(=O)N1C(c1ccccc1)=CS2 (stereo unspecified)
 : x | 2 | 0 | -20 | 8 | -1 | -0.7 | -26 | -1 | i
O=C(c1ccc(NS(=O)(=O)c2ccc3[nH]c(=O)[nH]c3c2)cc1)N1CCN(c2ccccc2O)CC1
 : 2.6 | 5 | x | 21 | 0 | -1 | -0.2 | 5 | x | -5.0
COCCNC(=O)c1nn2c(C(F)(F)F)cc(-c3ccccc3)nc2c1Br
 : 2.0 | 2 | x | x | -2 | 3 | x | x | x | i
COC(=O)/C(=C/Nc1cccc2ccccc12)[N+](=O)[O-]
 : 1.8 | 1 | -8 | x | -3 | 2 | -0.6 | 7 | 0 | -7.1
O=C(NCc1ccc2c(c1)OCO2)Nc1ccc(Cl)cc1
 : 1.1 | 7 | 37 | 5 | 0 | -7 | -1.0 | -4 | 1 | 7.7
O=C(Nc1ccccn1)C1(c2ccccc2)CCCC1
 : 1.4 | 7 | -9 | -18 | -2 | 2 | 0.6 | 0 | 3 | i
COc1ccc(N=Nc2cc(-c3ccccc3)ccc2O)cc1
 : -0.1 | -8 | 35 | 37 | -4 | 7 | -1.0 | -11 | -2 | -0.2
Cc1ccc(S(=O)(=O)N2CCN(Cc3ccsc3)CC2)cc1
 : 0.6 | 10 | 14 | -24 | -4 | 22 | 23 | 5 | 0 | -0.4
CCc1ccccc1-n1ncc(C(=O)Nc2ccccc2OC)c1C
 : -1.0 | -16 | 24 | -22 | 10 | 2 | 1.0 | 4 | 5 | -0.3
COc1cccc(OC)c1OCCOCCn1cnc2ccccc2c1=O
 : x | 14 | -11 | 3 | -2 | 0 | 1.4 | -4 | -3 | -0.4
Cc1ccc(NC(=O)N2CCCn3c(SCC(=O)c4ccccc4)nnc32)cc1
 : 1.0 | 19 | 39 | 1 | -1 | 8 | x | -7 | 3 | -0.6
COc1ccc(NC(=O)C(c2ccc(C)cc2)N(C)C(=O)c2cnccn2)cc1 (stereo unspecified)
 : x | 5 | 7 | -11 | -2 | -4 | 1.3 | 2 | -4 | -2.8

(cont.)
Value order – TcdB inh | Y pestis TopoI | DUSP3 inh | SSB-PriA inh | Anthrax LF prot | MazF activator | PfHsp40 rescue | Rv3671c protease | 3CLpro inhibitor | BH1578 lux ind
COc1ccc(CSc2nnc(NC(C)=O)s2)cc1[N+](=O)[O-]
 : 0.4 | -2 | 40 | -14 | -1 | -6 | -1.0 | x | -4 | i
O=C(CCC1CCCCC1)NCCS(=O)(=O)N1CCN(c2ccc(F)cc2)CC1
 : 1.0 | 21 | x | 4 | 0 | -6 | 0.5 | 1 | x | -2.1
COc1ccc2nc(SCC(=O)Nc3ccccc3C)[nH]c2c1
 : x | 4 | 21 | 5 | 0 | 1 | 0.3 | -7 | 0 | -0.2
CC1CCCCN1C(=O)Nc1ccccc1Cl (stereo unspecified)
 : -1.0 | -4 | -8 | 2 | 1 | 2 | -0.6 | -9 | 1 | 0.8
COc1ccc(-c2csc3ncn(-c4cccc(C)c4)c(=O)c23)cc1OC
 : -0.8 | 2 | 16 | 10 | 0 | -2 | 2.6 | -12 | -2 | i
CCCCn1nc2cc(C(=O)NCC3CC3)ccc2c1OCC
 : 1.3 | -9 | 30 | 0 | 5 | -5 | -0.3 | -3 | -3 | i
CCOC(=O)c1c(C)[nH]sc1=S
 : x | -1 | -1 | -4 | -7 | 7 | -0.8 | x | 4 | i
CCn1cc(CN2CCC(n3nccc3NC(=O)c3cccc(F)c3)CC2)c(C)n1
 : 0.4 | 9 | 14 | -1 | 0 | 4 | 1.0 | 0 | 2 | 1.9
COc1ccc(CCNC(=O)c2cnc(Cl)c(Cl)c2)cc1
 : 1.5 | -9 | 10 | -3 | -10 | 10 | 0.7 | -8 | 0 | -0.9
Cc1ccc(S(=O)(=O)c2cc3c(=O)n4ccccc4nc3n(C)c2=N)cc1
 : x | 2 | 10 | -1 | -6 | 4 | -0.8 | 12 | 4 | -1.0
Cc1ccc(C(=O)NNC(=O)CNc2cccc(Cl)c2)cc1
 : 0.7 | 3 | 10 | -6 | -3 | 8 | -1.3 | 2 | 8 | 0.5
CC(=O)NC(CCCN1C(=O)c2ccccc2C1=O)c1nnn(C)n1 (stereo unspecified)
 : x | 0 | -5 | -12 | 1 | 10 | 1.1 | 3 | 0 | -0.3
Cc1ccc(S(=O)(=O)Oc2ccc3ccc(O)cc3c2)cc1
 : 2.7 | -13 | 4 | 2 | -19 | 13 | 0.2 | -6 | -5 | -0.6
CCOC(=O)N1CCN(S(=O)(=O)c2ccc(C)cc2)C1
 : 1.2 | 8 | 12 | -20 | -6 | 4 | -1.0 | 2 | 4 | -2.1
CC(C)CCNC(=O)C1CCN(S(=O)(=O)c2ccc3nc4c(c(C(=O)O)c3c2)CCCCC4)CC1
 : 0.4 | -6 | 4 | -10 | 1 | 7 | -0.9 | 11 | -5 | -5.9

Continued:
Value order – TcdB inh | Y pestis TopoI | DUSP3 inh | SSB-PriA inh | Anthrax LF prot | MazF activator | PfHsp40 rescue | Rv3671c protease | 3CLpro inhibitor | BH1578 lux ind
CCN(CC)c1ccc(/C=N/N2CCOCC2)c(O)c1
 : x | 0 | -1 | x | 1 | -7 | -0.8 | 0 | -1 | i
COc1cccc(C(=O)NC23CC4CC(CC(C4)C2)C3)c1
 : 2.4 | 6 | 13 | -8 | -4 | -5 | 0.4 | 10 | 1 | -0.5
O=C(O)c1ccccc1C(=O)NCc1ccc2c(c1)OCO2
 : -11 | -3 | -20 | 5 | 1 | -10 | -0.4 | -8 | 7 | i
CC(=O)OC1C([N+]2(C)CCCCC2)C[C@H]2C3CC[C@H]4C[C@H](OC(C)=O)C([N+]5(C)CCCCC5)CC4(C)[C@H]3CCC12C (stereo partly specified)
 : 1.0 | -7 | x | -8 | -2 | -4 | 0.6 | -3 | x | 0.4
O=C(N/N=C/c1ccc(OC(F)F)cc1OC(F)F)c1ccc(Br)cc1
 : x | -6 | -1 | x | -3 | 2 | -1.0 | -24 | 7 | i
O=C(Nc1nccs1)[C@@H]1CCCN1S(=O)(=O)c1ccc(Cl)cc1
 : 1.8 | 8 | x | 5 | 1 | 13 | -1.1 | -1 | x | -1.7
COc1ccccc1CNC(=O)c1sccc1-c1ccccc1
 : 0.1 | 41 | 15 | -12 | 2 | 2 | 0.7 | -4 | 5 | -0.4
Clc1ccc(OCc2nn3c(-c4ccco4)nnc3s2)cc1
 : x | 20 | -18 | -18 | -1 | 0 | -1.2 | -4 | 0 | 4.5
Cc1ccc(-n2cnn(-c3ccc([N+](=O)[O-])cc3[N+](=O)[O-])c2=O)cc1
 : 1.9 | -8 | -1 | 11 | 11 | 3 | 1.1 | 2 | -4 | -0.8
O=C(NCC1CCCO1)C1CCN(S(=O)(=O)c2cccc3nonc23)CC1 (stereo unspecified)
 : x | 1 | 0 | -10 | 1 | -4 | 0.5 | -2 | -5 | i
COCCNC(=S)N(CCc1c(C)[nH]c2ccc(F)cc12)Cc1cccs1
 : 0.0 | -7 | 15 | 13 | -3 | -22 | 2.4 | 9 | 6 | i
COc1ccccc1CNC(=O)C1CCN(S(=O)(=O)c2ccc3c(c2)NC(=O)CO3)CC1
 : 0.5 | 11 | 27 | 1 | 1 | 9 | 0.0 | -8 | -2 | -0.2
CC(C)CC(CO)N1CCN(C(=O)c2ccc(Cl)c(Cl)c2)CCC1=O (stereo unspecified)
 : 1.2 | 2 | x | -6 | 5 | -1 | 0.6 | 0 | x | -11
COc1ccc(C2=NOC(C(=O)Nc3ccc(C)cc3)C2)cc1OC (stereo unspecified)
 : x | -6 | 33 | -3 | 3 | 1 | -0.1 | -2 | -2 | -0.2
CN(C)CCCn1c(NC(=O)C2CCCCC2)nc2ccccc21
 : x | -4 | -1 | 11 | -2 | -3 | 1.2 | -9 | 4 | -1.9
C=CCNC(C(=O)Nc1cccc(OC)c1)c1ccccc1 (stereo unspecified)
 : 0.7 | 4 | 10 | -8 | -6 | 2 | -1.0 | -2 | 3 | i
Cc1ccc(NS(=O)(=O)c2ccccc2)c2c1CC(C)(C)O2
 : x | 17 | 7 | -29 | -1 | 6 | -1.8 | -1 | 0 | -5.9
Cc1ccc(CC2S/C(=C(/C#N)C(=O)NCc3ccco3)N(c3ccccc3)C2=O)cc1 (stereo unspecified)
 : x | -2 | 16 | -5 | 2 | -9 | 0.4 | 5 | 3 | 10

Six compounds out of the list, ordered by length of the SMILES, smallest number first.
Value order – TcdB inh | Y pestis TopoI | DUSP3 inh | SSB-PriA inh | Anthrax LF prot | MazF activator | PfHsp40 rescue | Rv3671c protease | 3CLpro inhibitor | BH1578 lux ind
CCOC(=O)c1c(C)[nH]sc1=S
 : x | -1 | -1 | -4 | -7 | 7 | -0.8 | x | 4 | i
CN(C)CCCn1c(NC(=O)C2CCCCC2)nc2ccccc21
 : x | -4 | -1 | 11 | -2 | -3 | 1.2 | -9 | 4 | -1.9
Cc1ccc(S(=O)(=O)N2CCN(Cc3ccsc3)CC2)cc1
 : 0.6 | 10 | 14 | -24 | -4 | 22 | 23 | 5 | 0 | -0.4
O=C(NCC1CCCO1)C1CCN(S(=O)(=O)c2cccc3nonc23)CC1 (stereo unspecified)
 : x | 1 | 0 | -10 | 1 | -4 | 0.5 | -2 | -5 | i
COc1ccccc1CNC(=O)C1CCN(S(=O)(=O)c2ccc3c(c2)NC(=O)CO3)CC1
 : 0.5 | 11 | 27 | 1 | 1 | 9 | 0.0 | -8 | -2 | -0.2
CC(C)CCNC(=O)C1CCN(S(=O)(=O)c2ccc3nc4c(c(C(=O)O)c3c2)CCCCC4)CC1
 : 0.4 | -6 | 4 | -10 | 1 | 7 | -0.9 | 11 | -5 | -5.9

Quoted from above, 2 compounds:
Value order – TcdB inh | Y pestis TopoI | DUSP3 inh | SSB-PriA inh | Anthrax LF prot | MazF activator | PfHsp40 rescue | Rv3671c protease | 3CLpro inhibitor | BH1578 lux ind
CCN(CC)c1ccc(/C=N/N2CCOCC2)c(O)c1
 : x | 0 | -1 | x | 1 | -7 | -0.8 | 0 | -1 | i
COc1cccc(C(=O)NC23CC4CC(CC(C4)C2)C3)c1
 : 2.4 | 6 | 13 | -8 | -4 | -5 | 0.4 | 10 | 1 | -0.5
